Screening data as filed in PubChem.
GLP1R inv ag = acts as inverse agonist at human GLP-1 receptor | P43220 | HEK293 GLP-1R CRE-luciferase, luminescence, 24 h; GLP-1R form is constitutively active | Potency, µM (highest dose often 38.3 µM), for the others: at the highest dose activity change, negative = inhibition, most hits filed as inhibitors | 410,000 compounds, 1.6% hits | AID 624417; note: % is set by controls: 0 for no effect and ±100 for the full control effect; nearly all actives have a fitted effect of over 55% in size
Target sequence (P43220 whole entry, looked up): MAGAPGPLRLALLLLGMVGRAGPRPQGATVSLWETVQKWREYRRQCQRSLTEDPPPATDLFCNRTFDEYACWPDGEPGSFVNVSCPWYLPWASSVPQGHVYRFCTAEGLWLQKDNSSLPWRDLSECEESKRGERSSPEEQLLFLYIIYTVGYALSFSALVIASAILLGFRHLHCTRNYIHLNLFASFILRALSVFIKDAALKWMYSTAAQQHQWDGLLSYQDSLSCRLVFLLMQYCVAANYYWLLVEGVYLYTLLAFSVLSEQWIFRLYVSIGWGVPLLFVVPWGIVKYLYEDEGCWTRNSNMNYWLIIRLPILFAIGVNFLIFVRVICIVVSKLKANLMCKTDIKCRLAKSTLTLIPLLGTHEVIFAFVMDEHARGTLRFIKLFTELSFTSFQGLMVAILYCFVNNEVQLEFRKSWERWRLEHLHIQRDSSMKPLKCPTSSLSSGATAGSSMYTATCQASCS
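Assay principle: reduced luminescence from a cAMP-responsive reporter in HEK293 cells co-expressing a constitutively active GLP-1R. Conditions: 24 hr compound incubation, 37 deg C, 5% CO2.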
HT1080-NT tox = kills 2HG-producing HT-1080-NT fibrosarcoma cells | HT-1080-NT fibrosarcoma viability, CellTiter-Glo ATP luminescence, 48 h | Potency, µM (titrated, usually from 46.1 µM), for the others: at the top dose activity, negative = less viability, actives largely listed as cytotoxic | 360,000 compounds, 1.6% hits | AID 686970;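 note: NT is the 2HG producing partner of a matched IDH1 knockdown line; 0% = DMSO-treated cells and -100% = media-only wells without cells; nearly all actives have a fitted effect of over 55% in size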
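Fibrosarcoma NT cells, 750 per well in 5% FBS RPMI, were exposed to compound for 48 hours. Viability: CellTiter-Glo luminescence.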
GLP1R cytotox = cytotoxicity counter-screen for GLP-1 receptor inverse agonists; HEK293 cAMP-luciferase reporter cells, luminescence, 24 h; Potency, µM (doses to about 38.3 µM), inactives show top-dose activity change, negative = inhibition, most hits filed as inhibitors; 410,000 compounds, 0.13% hits;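 note: loss of luciferase light is scored as toxicity; % is set by controls: 0 for no effect and ±100 for the full control effect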
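A 23 nL compound transfer followed 12 hours of cell culture at 37 deg C; exposure then lasted 24 hr. Luciferase assay detection reagent was dispensed and plates read for luminescence after a 12 min room-temperature wait.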
TDP43 rescue = rescues yeast growth from TDP-43 toxicity; TDP-43 expressing yeast growth rescue, BacTiter-Glo, 24 h; 410,000 compounds, 1.8% hits; Potency, µM (highest dose often 46.1 µM), inactives show at the highest dose growth rescue (activation), usual class: activators; AID 652104; note: % of control where 0% means no effect; nearly all actives have a fitted effect of over 50% in size
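Galactose-induced TDP-43 yeast, OD600=0.02, compound pinned; 24 hr, 30 deg C; BacTiter-Glo luminescence for growth. Inhibitors of TDP-43 toxicity read as activators.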
SW480 rerep = DNA re-replication induction in SW480 cells. SW480 DNA re-replication, Hoechst DNA content imaging, 48 h. Potency, µM (doses to about 46.1 µM), for inactives: at the highest dose re-replication activation, usual class: activators. 340,000 compounds, 1.8% hits; note: % of control where 0% means no effect; nearly all actives have a fitted effect of over 55% in size
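First, 250 cells per well were seeded. Next, compound or vehicle (23 nL) was pinned in, plates sat 48 hr at 37 C. Finally Hoechst was added for 40 min before fluorescence scanning.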
KB-V1 cytotox = kills drug-selected multidrug resistant KB-V1 cells; KB-V1 MDR cells viability, CellTiter-Glo, 72 h; Potency, µM (titrated, usually from 46.1 µM), for the others: at the top dose activity change, negative = cytotoxicity, usual class: cytotoxic; 400,000 compounds, 3.4% hits; AID 1347076; note: % is set by controls: 0 for no effect and ±100 for the full control effect; nearly all actives have a fitted effect of over 60% in size
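Drug-selected KB-V1 cells, grown in DMEM lacking phenol red with 10% FBS, receive compound titrations; after three days at 37 degrees C, surviving cell ATP is quantified by CellTiter-Glo luminescence and responses normalized and curve-fitted.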
HT1080 IDH1KD tx = kills HT-1080 cells with IDH1 knockdown | HT-1080 IDH1 knockdown viability, ATP luminescence, 48 h | Potency, µM (titrated, usually from 46.1 µM), for inactives: at the top dose activity, negative = toxicity, hits mostly cytotoxic | 360,000 compounds, 2% hits | AID 686971;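 note: 0% = DMSO wells and -100% = cell-free medium wells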
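Assay cells: HT-1080 with IDH1 knockdown, 750 per well, RPMI/5% FBS. Exposure: 48 h at 37 °C following 2 h pre-incubation. Read: CellTiter-Glo luminescence; fitted concentration-response, curve class assigned.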
KB-3-1 cytotox = KB-3-1 parental cell cytotoxicity. Potency, µM (doses to about 46.1 µM), for inactives: at the top dose activity change, negative = cytotoxic, usual class: cytotoxic. KB-3-1 viability, CellTiter-Glo ATP luminescence, 72 h. AID 1347075. 400,000 compounds, 1.4% hits; note: % is set by controls: 0 for no effect and ±100 for the full control effect; nearly all actives have a fitted effect of over 60% in size
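Cytotoxicity measured as CellTiter-Glo luminescence after 72 h at 37 C. Compound titrations were pinned onto drug-naive KB-3-1 parental adenocarcinoma cells grown in DMEM with 10% FBS, and normalized data fitted to concentration-response curves.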
GLP-1R agonist = GLP-1 receptor (human) agonism | 380,000 compounds, 0.007% hits | P43220 | Potency, µM (doses to about 45.6 µM), without a hit: top-dose activation, usual class: activators | AID 624172 | HEK293 GLP-1R CRE-luciferase, luminescence, 4-6 h; cells express a hypersensitive GLP-1R form; note: % of control where 0% means no effect
The depositor's hits bear a star; ? = inconclusive; . = no result given; [ ] = remark or other dose. Calls come from the whole dose curve; as a rule, active = well fitted curve in the direction sought with a large enough effect; inconclusive = small, poorly fitted or top-dose-only effect, or another doubt; inactive = no such curve, though single readings can be large; an effect the other way counts as inactive or inconclusive. Potency is the fitted concentration of half-maximal effect.

Order of values – GLP1R inv ag	HT1080-NT tox	GLP1R cytotox	TDP43 rescue	SW480 rerep	KB-V1 cytotox	HT1080 IDH1KD tx	KB-3-1 cytotox	GLP-1R agonist
CC1(C(=O)NS(=O)(=O)c2ccccc2Cl)CCN1C(=O)Cc1ccc(Cl)cc1Cl (configuration not stated)
→ -14.8%	-2.6%	-5.8%	31.8%	.	2.4%	-2.6%	0.0%	-6.3%
O=S(=O)(Nc1nc2ccccc2nc1N1CCN(CCO)CC1)c1cc(F)ccc1F
→ 14.8%	0.3%	5.5%	-3.9%	-12.7%	-7.9%	-2.9%	-7.7%	-5.4%
CCCCOC(=O)c1ccc(Nc2ccc([N+](=O)[O-])cn2)cc1
→ 1.2%	2.0%	-17.6%	5.8%	134.8%	0.7%	11.4%	9.0%	-3.1%
Cc1ccccc1-n1ncc2c(SCC(=O)N3c4ccccc4CC3C)ncnc21 (configuration not stated)
→ 18.9%	?	-25.3%	3.6%	?	9.2µM*	?	-8.9%	-0.7%
O=C(c1ccc(Cl)c(S(=O)(=O)N2CCCC2)c1)N1CCN(c2ccccc2)CC1
→ -25.2%	-13.3%	0.2%	?	-2.8%	?	-0.5%	-2.2%	14.7%
O=C(CS(=O)(=O)Cc1ccccc1)Nc1ccc(Cl)cn1
→ -11.9%	9.3%	-2.0%	0.0%	6.3%	1.1%	7.7%	?	-8.7%
CN(C)S(=O)(=O)c1ccc(/C(O)=C2/C(=O)C(=O)N(Cc3cccnc3)C2c2cccs2)cc1 (configuration not stated)
→ 17.8%	11.1%	-0.1%	10.0%	-4.4%	-6.1%	6.2%	16.3%	-0.4%
Cc1nn(CC(=O)NC2CCS(=O)(=O)C2)c(C)c1S(=O)(=O)N(C)C (configuration not stated)
→ 20.9%	4.5%	-8.2%	10.0%	2.0%	?	8.5%	14.1%	-7.8%
O=C(O)c1cc(NC(=O)c2ccc3c(c2)C(=O)N(Cc2cccnc2)C3=O)cc(C(=O)O)c1
→ 18.4%	4.6%	-5.5%	5.5%	0.6%	0.1%	4.3%	19.1%	0.2%
O=C1NC(=O)C(c2ccccc2)(C2CCCC2)N1 (configuration not stated)
→ 3.1%	5.5%	2.4%	0.8%	-2.5%	?	-1.5%	-1.7%	1.3%
C#CCOCCOCCOCCNc1nc(N2CCN(C(=O)[C@H](Cc3cc4ccccc4[nH]3)n3cc([C@@H](N)CC(C)C)nn3)CC2)nc(N2CCN(C(=O)[C@H](Cc3cc4ccccc4[nH]3)n3cc([C@@H](N)CC(C)C)nn3)CC2)n1
→ -10.0%	22.8%	6.8%	11.0%	-15.0%	?	-3.7%	32.3%	-0.4%
CCc1c(C)nc2ncnn2c1N1CCC(C(=O)N2CCN(c3ccc(F)cc3)CC2)CC1
→ 6.9%	-1.6%	-3.6%	-14.7%	-6.8%	?	11.0%	-8.2%	-6.7%
C/C(Cn1nc([N+](=O)[O-])cc1C)=N\NC(=O)COc1ccccc1[N+](=O)[O-]
→ 9.4%	1.7%	1.9%	-2.4%	6.8%	9.0%	0.6%	18.0%	0.3%
Cc1ccc(/C=C/C(=O)N2CCN(S(=O)(=O)c3c(C)c(C)cc(C)c3C)CC2)o1
→ ?	-20.2%	-27.3%	-18.6%	?	-3.3%	?	-4.9%	1.6%
Cc1cccc(OCCOc2ccccc2C=C(C#N)C#N)c1
→ ?	?	-27.1%	-46.8%[inhibitor]	.	?	?	0.0%	-2.4%
COc1ccc(C(CNC(=O)COc2ccc(Cl)cc2C)N2CCCCC2)cc1 (configuration not stated)
→ -14.0%	13.5%	-4.3%	-6.9%	-24.0%	?	19.0%	0.0%	1.6%
O=S(=O)(/N=C(/NS(=O)(=O)c1ccccc1)c1ccccc1)c1ccccc1
→ -3.6%	3.2%	3.5%	11.5%	-24.3%	7.8%	6.6%	-30.0%	5.7%
COc1ccc(NC(=O)CN2C(=O)NC(C)(c3ccc(C)cc3)C2=O)c([N+](=O)[O-])c1 (configuration not stated)
→ ?	-4.4%	12.0%	-16.0%	3.5%	?	-4.0%	-1.6%	4.0%
CC(NC(=O)COC(=O)c1ccccc1SCC(=O)N1CCCC1)c1ccccc1 (configuration not stated)
→ 2.1%	0.6%	9.2%	13.1%	-3.3%	-22.7%	1.5%	3.3%	3.4%

Eight compounds out of the list, ordered by number of heavy atoms, rising:
Order of values – GLP1R inv ag	HT1080-NT tox	GLP1R cytotox	TDP43 rescue	SW480 rerep	KB-V1 cytotox	HT1080 IDH1KD tx	KB-3-1 cytotox	GLP-1R agonist
O=C1NC(=O)C(c2ccccc2)(C2CCCC2)N1 (configuration not stated)
→ 3.1%	5.5%	2.4%	0.8%	-2.5%	?	-1.5%	-1.7%	1.3%
O=C(CS(=O)(=O)Cc1ccccc1)Nc1ccc(Cl)cn1
→ -11.9%	9.3%	-2.0%	0.0%	6.3%	1.1%	7.7%	?	-8.7%
Cc1cccc(OCCOc2ccccc2C=C(C#N)C#N)c1
→ ?	?	-27.1%	-46.8%[inhibitor]	.	?	?	0.0%	-2.4%
O=S(=O)(/N=C(/NS(=O)(=O)c1ccccc1)c1ccccc1)c1ccccc1
→ -3.6%	3.2%	3.5%	11.5%	-24.3%	7.8%	6.6%	-30.0%	5.7%
O=C(c1ccc(Cl)c(S(=O)(=O)N2CCCC2)c1)N1CCN(c2ccccc2)CC1
→ -25.2%	-13.3%	0.2%	?	-2.8%	?	-0.5%	-2.2%	14.7%
COc1ccc(NC(=O)CN2C(=O)NC(C)(c3ccc(C)cc3)C2=O)c([N+](=O)[O-])c1 (configuration not stated)
→ ?	-4.4%	12.0%	-16.0%	3.5%	?	-4.0%	-1.6%	4.0%
O=S(=O)(Nc1nc2ccccc2nc1N1CCN(CCO)CC1)c1cc(F)ccc1F
→ 14.8%	0.3%	5.5%	-3.9%	-12.7%	-7.9%	-2.9%	-7.7%	-5.4%
CCc1c(C)nc2ncnn2c1N1CCC(C(=O)N2CCN(c3ccc(F)cc3)CC2)CC1
→ 6.9%	-1.6%	-3.6%	-14.7%	-6.8%	?	11.0%	-8.2%	-6.7%
